# Tcruzi prolif = blocks T. cruzi growth in NIH3T3 culture; T. cruzi beta-gal in NIH3T3, GalScreen luminescence, 90 h; inhibition, % at 8.34 µM; hit rate 5.9% among 77,000;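 active = mean inhibition above about 93%, with at least 55% of replicates each passing it, limit read from the data, passing the limit was not always enough; inconclusive = only one of those two conditions holds; inactive = neither condition holds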
# GASC1 inh = blocks human GASC-1 (KDM4C) demethylase activity. Q9H3R0. GST-KDM4C 2-372, H3K9me3 peptide, LANCE TR-FRET. inhibition, % at 12.5 µM. hit rate 0.15% among 96,000. AID 720574;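 active = mean replicate inhibition above about 25%, with at least 55% of replicates also reaching it, limit read from the data, passing the limit was not always enough; inconclusive = only one of those two conditions met; inactive = neither condition met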
# Target sequence (Q9H3R0 2-372 limits assumed): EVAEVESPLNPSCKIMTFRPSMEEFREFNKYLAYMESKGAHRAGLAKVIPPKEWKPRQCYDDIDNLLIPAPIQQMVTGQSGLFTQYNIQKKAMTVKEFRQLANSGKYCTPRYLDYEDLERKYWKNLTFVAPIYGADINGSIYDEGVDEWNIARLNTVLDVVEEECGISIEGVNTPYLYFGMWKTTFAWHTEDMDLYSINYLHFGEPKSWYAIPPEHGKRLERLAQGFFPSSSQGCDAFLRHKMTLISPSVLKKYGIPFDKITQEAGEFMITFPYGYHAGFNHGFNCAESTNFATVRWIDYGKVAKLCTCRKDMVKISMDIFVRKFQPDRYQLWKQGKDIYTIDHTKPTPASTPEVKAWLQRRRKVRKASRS
#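 System – N-terminal GST-fused human GASC-1 (KDM4C) fragment, residues 2-372 · Input – enzyme final amount 10 nM · Technique – LANCE TR-FRET, Eu antibody, ULight-streptavidin, EDTA, ex 340 nm, em 618/671 nm · Medium – HEPES buffer, pH 7.5, plus ascorbate · Incubation – enzyme reaction 30 min, then detection 60 min, both room temperature · Reagent – H3K9me3 peptide with Fe(II)/2OG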
# Pf Dd2 growth = P. falciparum Dd2 growth inhibition. SYBR Green, 72 h; hits give low values. activity change, % at 10 µM. hit rate 2.3% among 94,000. AID 1159554; in the data active = activity change below about -80%; inconclusive = no clear call, values can overlap the other calls
# C diff growth = blocks growth of Clostridium difficile | Clostridium difficile clinical isolate growth, OD600, 24 h; hits give low values | growth activity, negative = inhibition, % at 16 µg/mL (by protocol) | hit rate 0.25% among 86,000 | AID 1259249;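 active = mean growth activity at or below -80% and every replicate also at or below -80%; inconclusive = mean at or below -80% but some replicate above -80%; inactive = mean growth activity above -80%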;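 note: 0% = DMSO wells and -100% = levofloxacin 16 µg/mL wells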
# Numbers without * were called inactive; ? = inconclusive; . = not tested or not shown; & = joins results of further samples.
SMILES,Tcruzi prolif,GASC1 inh,Pf Dd2 growth,C diff growth
CNC[C@H]1Oc2c(NC(=O)Nc3ccc(C(F)(F)F)cc3)cccc2C(=O)N([C@H](C)CO)C[C@H]1C,4,-2.8,-24,40
CCS(=O)(=O)Nc1ccc2c(c1)C(=O)N(C)[C@H]1CC[C@@H](CC(=O)N[C@H]3CCN(Cc4ccccc4)C3)O[C@H]1CO2,91,-1.9,.,-12
CNC[C@H]1OCCCC[C@H](C)Oc2ccc(NC(=O)C3CCCCC3)cc2C(=O)N([C@@H](C)CO)C[C@@H]1C,91,-2.2,37,-3
COCC#Cc1ccc([C@@H]2[C@@H](CO)N3CCCCN(S(=O)(=O)c4ccc(OC)cc4)C[C@@H]23)cc1,72,-0.4,-51,-4
CC(C)NC(=O)N(C)C[C@H]1Oc2ccc(NC(=O)Nc3cccc4ccccc34)cc2C(=O)N([C@H](C)CO)C[C@@H]1C,4,7.3,15,-6
COc1ccccc1C#Cc1cnc2c(c1)C(=O)N([C@@H](C)CO)C[C@@H](C)[C@H](CN(C)C(=O)c1ccc3c(c1)OCO3)O2,.,-1.3,-36,17
C/C=C/c1ccc([C@H]2[C@@H](CO)N(CC3CCCC3)[C@H]2CNC(C)=O)cc1,.,-1.7,-3,2
CCC(=O)Nc1ccc2c(c1)OC[C@@H](C)N(C(=O)Cc1cccnc1)C[C@H](C)[C@@H](OC)CN(C)C2=O,25,0.4,-10,.
C[C@H](CO)N1C[C@H](C)[C@@H](CN(C)S(=O)(=O)c2ccc(Cl)cc2)Oc2ccc(NC(=O)Nc3cccc4ccccc34)cc2C1=O,.,-0.2,-77,-3
CN(C)C(=O)[C@@H]1[C@@H](CO)[C@@H]2Cn3c(ccc(/C=C/c4ccccc4)c3=O)[C@@H]2N1CC1CC1,.,2.9,-12,1
O=C(C1CCCC1)N1CC2(C1)[C@H](c1ccccc1)[C@H](CO)N2CC1CCCC1,.,0.1,-15,11
C[C@H](CO)N1C[C@H](C)[C@@H](CN(C)Cc2ccncc2)Oc2ncc(C#Cc3cccnc3)cc2C1=O,36,.,-72,0
C[C@H](CO)N1C[C@H](C)[C@@H](CN(C)S(C)(=O)=O)Oc2c(NC(=O)c3nc4ccccc4s3)cccc2C1=O,33,0.1,23,0
CCCC(=O)Nc1ccc2c(c1)C(=O)N(C)[C@H]1CC[C@@H](CC(=O)N3CCCCC3)O[C@H]1CO2,16,2.0,5,2
C[C@H]1CN([C@@H](C)CO)C(=O)c2cc(-c3ccccc3F)cnc2O[C@H]1CN(C)C,36,8.1,-1,-1
C[C@@H](NC(=O)[C@H]1[C@H](CO)[C@H]2Cn3c(cccc3=O)[C@H]2N1Cc1cccnc1)c1ccccc1,78,0.7,.,-4
C[C@H](CO)N1C[C@H](C)[C@@H](CN(C)Cc2ccc3c(c2)OCO3)Oc2c(NC(=O)NC3CCCCC3)cccc2C1=O,68,17,-27,4
CC(C)NC(=O)Nc1ccc2c(c1)C(=O)N([C@H](C)CO)C[C@@H](C)[C@H](CN(C)CC1CCCCC1)OCCCC[C@@H](C)O2,80,-0.9,-18,.
CC=Cc1ccc2n(c1=O)C[C@@H]1[C@@H](CO)[C@H](C(=O)NC3CCC3)N(C(=O)C3CCC3)[C@H]21 (mixture of isomers),56,1.2,-8,3
CCc1csc(N2[C@H](CO)[C@H](c3ccccc3)[C@@H]2CNCCOC)n1,25,-2.2,-16,2
O=C(C[C@@H]1CC[C@H]2[C@@H](COC[C@H](O)CN2C(=O)Nc2ccccc2)O1)NCc1ccccc1F,3,3.9,16,.
CCCC#Cc1ccc([C@@H]2[C@@H](C#N)N(C(=O)C3CCCC3)[C@H]2CO)cc1,102*,2.2,-23,-5
COc1ccc(NC(=O)Nc2ccc3c(c2)C(=O)N([C@H](C)CO)C[C@H](C)[C@H](CN(C)C(=O)Nc2ccc(F)cc2)OCCCC[C@@H](C)O3)cc1,60,-3.3,27,-4
CO[C@@H]1CN(C)C(=O)c2cc(NC(=O)NC(C)C)ccc2OC[C@@H](C)N(C(=O)CN(C)C)C[C@H]1C,-13,2.8,20,0
COc1ccc(-c2ccccc2[C@@H]2[C@H](C#N)N(C(=O)C3CC3)[C@H]2CO)cc1,.,1.1,19,0
COc1ccc2c3c([nH]c2c1)[C@@H](CO)N(C(=O)Cc1ccccc1)CC31CCN(C(=O)Nc2ccccc2F)CC1,.,?,-42,-3
N#C[C@H]1[C@H](c2ccc(C#CCC3CCCC3)cc2)[C@H](CO)N1C(=O)c1ccccn1,104*,4.9,-24,-7
C/C=C/c1cnc2c(c1)C(=O)N([C@@H](C)CO)C[C@H](C)[C@H](CN(C)Cc1ccncc1)O2,10,0.8,25,-4
C[C@@H]1CCCCO[C@@H](CN(C)C(=O)Nc2cccc3ccccc23)[C@H](C)CN([C@@H](C)CO)C(=O)c2cc(NC(=O)NC3CCCCC3)ccc2O1,41,-0.1,-27,-7
CCOC(=O)N(C)C[C@@H]1OCc2ccccc2-c2ccccc2C(=O)N([C@@H](C)CO)C[C@H]1C,12,1.5,3,.
C[C@@H]1CN([C@@H](C)CO)C(=O)c2cc(-c3ccccc3)cnc2O[C@H]1CN(C)C(=O)c1ccccc1F,.,2.0,22,2
COc1ccccc1S(=O)(=O)N[C@H]1CC[C@@H](CC(=O)N2CCCCC2)O[C@H]1CO,13,0.1,25,1
COCC(=O)N1C[C@@H](C)[C@@H](OC)CN(C)C(=O)c2cc(NC(=O)Nc3cccc(F)c3)ccc2OC[C@@H]1C,28,2.0,6,.
COCC#Cc1cnc2c(c1)C(=O)N([C@@H](C)CO)C[C@@H](C)[C@@H](CN(C)C)O2,-28,0.4,44,-3
CN(C)CC#Cc1ccc([C@H]2[C@H](CO)N3CCCCN(C(=O)CN(C)C)C[C@@H]23)cc1,?,3.3,-89*,29
Cc1cccc(S(=O)(=O)N[C@H]2CC[C@H](CCNS(=O)(=O)c3ccccc3F)O[C@H]2CO)c1,-29,0.1,9,.
C[C@@H]1CN([C@@H](C)CO)C(=O)Cc2cc(NC(=O)Nc3ccc(F)cc3)ccc2O[C@H]1CN(C)Cc1ccc(C(F)(F)F)cc1,-31,-2.3,-79,38
C[C@@H]1CN([C@H](C)CO)C(=O)c2cc(NC(=O)CCCN(C)C)ccc2O[C@H]1CN(C)C(=O)Nc1ccc(F)cc1,4,1.8,9,-1
COC(=O)C[C@H]1CC[C@H]2[C@H](COc3ccc(NC(=O)c4cccc(Cl)c4)cc3C(=O)N2C)O1,60,0.5,.,2
O=C(C[C@@H]1C[C@@H]2c3cc(NC(=O)C4CCC4)ccc3O[C@@H]2[C@@H](CO)O1)NCc1ccc(Cl)cc1,.,.,-2,14
C[C@@H]1CN([C@@H](C)CO)C(=O)Cc2cc(NC(=O)CCCN(C)C)ccc2O[C@H]1CN(C)CC1CCCCC1,19,-0.9,-22,-25
Cc1noc(C)c1S(=O)(=O)Nc1ccc2c(c1)C(=O)N([C@H](C)CO)C[C@@H](C)[C@H](CN(C)CC1CCCCC1)OCCCC[C@@H](C)O2,40,-1.5,-46,7
C[C@@H]1CN([C@@H](C)CO)C(=O)c2cc(NC(=O)Nc3ccccc3)ccc2O[C@@H](C)CCCCO[C@H]1CN(C)C(=O)c1ccccc1,.,0.5,-49,.
COc1ccc(CNC(=O)C[C@H]2C[C@H]3c4cc(NC(=O)NC5CCCC5)ccc4O[C@H]3[C@@H](CO)O2)cc1,-25,-0.2,16,1
O=C(C[C@@H]1CC[C@H]2[C@@H](COC[C@H](O)CN2Cc2cc(F)cc(F)c2)O1)NCc1cccc(F)c1,25,0.5,4,.
C[C@@H]1CCCCO[C@H](CN(C)S(=O)(=O)c2ccccc2)[C@@H](C)CN([C@H](C)CO)C(=O)c2cc(NS(=O)(=O)c3cn(C)cn3)ccc2O1,17,5.3,12,-3
COc1ccccc1C#Cc1cnc2c(c1)C(=O)N([C@@H](C)CO)C[C@H](C)[C@@H](CN(C)C(=O)c1ccc3c(c1)OCO3)O2,.,-2.5,-55,-3
CN(C)C(=O)C[C@H]1CC[C@@H]2[C@H](COc3ccc(NC(=O)c4ccc(F)c(F)c4)cc3C(=O)N2C)O1,8,0.0,4,2
CN(C)C(=O)[C@H]1[C@H](CO)[C@H]2Cn3c(ccc(C4=CCCCC4)c3=O)[C@@H]1N2Cc1ccccc1,33,1.2,8,6
COc1ccc(NC(=O)Nc2ccc3c(c2)C(=O)N(C)C[C@H](OC)[C@H](C)CN[C@@H](C)CO3)cc1,30,-0.5,-3,-3
COc1cccc(CNC(=O)[C@@H]2[C@@H](CO)[C@@H]3Cn4c(ccc(C5=CCCCC5)c4=O)[C@H]2N3)c1,1,-2.9,-7,-1
CN1C[C@@H]2[C@H](c3ccccc31)[C@H](CO)N2C(=O)c1cccnc1,-6,1.4,-4,4
C[C@@H](NC(=O)C[C@H]1C=C[C@@H](NC(=O)C2CCOCC2)[C@@H](CO)O1)c1ccccc1,2,-1.1,12,1
C[C@@H]1CN([C@@H](C)CO)S(=O)(=O)c2ccc(-c3cncnc3)cc2O[C@@H]1CN(C)C(=O)Cc1cccnc1,85,2.0,27,-1
C[C@@H]1CN([C@H](C)CO)C(=O)c2cc(NC(=O)Nc3cccc4ccccc34)ccc2O[C@@H](C)CCCCO[C@H]1CN(C)Cc1ccccc1,111*,-0.9,?,59
Cc1noc(C)c1NC(=O)Nc1ccc2c(c1)C(=O)N([C@H](C)CO)C[C@@H](C)[C@H](CN(C)C(=O)Nc1cccc3ccccc13)OCCCC[C@@H](C)O2,80,-1.0,-51,-2
COc1ccc(NC(=O)Nc2ccc3c(c2)C(=O)N([C@@H](C)CO)C[C@@H](C)[C@@H](CN(C)Cc2ccc(Cl)c(Cl)c2)O3)cc1,86,0.9,-6,.
CNC(=O)C[C@@H]1CC[C@@H]2[C@@H](COc3ccc(NC(=O)NCc4ccccc4)cc3C(=O)N2C)O1,-8,-1.2,-3,1
N#C[C@@H]1[C@@H](c2ccc(-c3ccc(F)cc3)cc2)[C@H](CO)N1C(=O)Cc1ccccc1,62,-1.4,-19,3
CO[C@H]1CN(C)C(=O)c2ccc(NC(=O)NC(C)C)cc2OC[C@@H](C)N(C(=O)CN(C)C)C[C@H]1C,-12,0.2,25,.

# The listing continues:
SMILES,Tcruzi prolif,GASC1 inh,Pf Dd2 growth,C diff growth
N#Cc1ccc(-c2ccc([C@@H]3[C@H]4CNC[C@@H]3N4Cc3cc(F)ccc3F)cc2)cc1,.,-1.5,-60,32
Cc1noc(C)c1S(=O)(=O)N(C)C[C@H]1OCCCC[C@@H](C)Oc2ccc(NS(=O)(=O)c3ccccc3)cc2C(=O)N([C@@H](C)CO)C[C@H]1C,103,-0.8,-54,-4
C[C@@H]1CN([C@H](C)CO)C(=O)CCCn2cc(nn2)CO[C@H]1CN(C)C(=O)Nc1cccc(F)c1,18&61,-0.5,-73&10,3&-1
O=C(NCC1CCCCC1)[C@@H]1[C@@H](CO)[C@@H]2Cn3c(ccc(-c4cccnc4)c3=O)[C@H]1N2,.,-1.2,21,-5

# Compounds above with sulfur, in the order listed:
SMILES,Tcruzi prolif,GASC1 inh,Pf Dd2 growth,C diff growth
CCS(=O)(=O)Nc1ccc2c(c1)C(=O)N(C)[C@H]1CC[C@@H](CC(=O)N[C@H]3CCN(Cc4ccccc4)C3)O[C@H]1CO2,91,-1.9,.,-12
COCC#Cc1ccc([C@@H]2[C@@H](CO)N3CCCCN(S(=O)(=O)c4ccc(OC)cc4)C[C@@H]23)cc1,72,-0.4,-51,-4
C[C@H](CO)N1C[C@H](C)[C@@H](CN(C)S(=O)(=O)c2ccc(Cl)cc2)Oc2ccc(NC(=O)Nc3cccc4ccccc34)cc2C1=O,.,-0.2,-77,-3
C[C@H](CO)N1C[C@H](C)[C@@H](CN(C)S(C)(=O)=O)Oc2c(NC(=O)c3nc4ccccc4s3)cccc2C1=O,33,0.1,23,0
CCc1csc(N2[C@H](CO)[C@H](c3ccccc3)[C@@H]2CNCCOC)n1,25,-2.2,-16,2
COc1ccccc1S(=O)(=O)N[C@H]1CC[C@@H](CC(=O)N2CCCCC2)O[C@H]1CO,13,0.1,25,1
Cc1cccc(S(=O)(=O)N[C@H]2CC[C@H](CCNS(=O)(=O)c3ccccc3F)O[C@H]2CO)c1,-29,0.1,9,.
Cc1noc(C)c1S(=O)(=O)Nc1ccc2c(c1)C(=O)N([C@H](C)CO)C[C@@H](C)[C@H](CN(C)CC1CCCCC1)OCCCC[C@@H](C)O2,40,-1.5,-46,7
C[C@@H]1CCCCO[C@H](CN(C)S(=O)(=O)c2ccccc2)[C@@H](C)CN([C@H](C)CO)C(=O)c2cc(NS(=O)(=O)c3cn(C)cn3)ccc2O1,17,5.3,12,-3
C[C@@H]1CN([C@@H](C)CO)S(=O)(=O)c2ccc(-c3cncnc3)cc2O[C@@H]1CN(C)C(=O)Cc1cccnc1,85,2.0,27,-1
Cc1noc(C)c1S(=O)(=O)N(C)C[C@H]1OCCCC[C@@H](C)Oc2ccc(NS(=O)(=O)c3ccccc3)cc2C(=O)N([C@@H](C)CO)C[C@H]1C,103,-0.8,-54,-4
